# Source: PubChem (several laboratories)
# FLuc act counter: FLuc activators, initial screening, artefact control for FLuc-dependent activation tests, biochemical, ATPlite luminescence | Luciferin 4-monooxygenase (Photinus pyralis), P08659 | ATPlite luciferase biochemical, 10 min; 0 = ATP-free wells, 1 = DMSO control | activation factor at 10 µM | 200,000 tested, under 10 active;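 active = luciferase activation factor, scaled between plate controls, of at least 2 with compound at 10 µM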
# Target sequence (P08659 whole entry, looked up): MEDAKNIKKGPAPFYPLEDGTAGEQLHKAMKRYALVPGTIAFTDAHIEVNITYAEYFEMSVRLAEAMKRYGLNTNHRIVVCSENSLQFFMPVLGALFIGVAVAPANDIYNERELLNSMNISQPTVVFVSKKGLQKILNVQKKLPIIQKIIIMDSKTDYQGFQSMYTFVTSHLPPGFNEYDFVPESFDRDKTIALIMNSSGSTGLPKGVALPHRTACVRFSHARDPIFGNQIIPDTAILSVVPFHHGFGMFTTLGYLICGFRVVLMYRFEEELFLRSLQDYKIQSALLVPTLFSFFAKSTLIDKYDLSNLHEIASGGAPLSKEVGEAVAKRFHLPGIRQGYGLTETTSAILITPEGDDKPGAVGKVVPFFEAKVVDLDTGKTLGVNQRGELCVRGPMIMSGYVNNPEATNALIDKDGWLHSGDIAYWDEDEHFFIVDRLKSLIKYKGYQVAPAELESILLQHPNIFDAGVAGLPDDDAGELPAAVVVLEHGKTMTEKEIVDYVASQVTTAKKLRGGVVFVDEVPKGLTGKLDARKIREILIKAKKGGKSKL
#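 System: Luciferase/luciferin detection reagent, cell-free biochemical luciferase assay | Medium: PBS buffer for ATP | Dosing: Test compounds dosed from 2 mM stocks in 100% DMSO | Timing: 10 min at ambient temperature | Signal: Luminescence measurement of luciferase light output | Evaluation: Luciferase activation, seen as luminescence increase over controls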
# G6PDH counter: L. mesenteroides G6PDH inhibitors, counter-screen for G6PDH-coupled screening assays, biochemical, Leuconostoc mesenteroides enzyme | glucose-6-phosphate dehydrogenase [Leuconostoc mesenteroides] | Purified L. mesenteroides G6PDH, diaphorase/resazurin coupled fluorescence, 45 min | inhibition, % at 5 µM | 200,000 compounds, 0.12% hits; in the data active = inhibition above about 50%
# FLuc inh counter: firefly luciferase enzyme inhibitors, primary screen, artefact control for luciferase-based inhibitor screens, biochemical, luminescence, ATPLite. 10 min. 200,000 compounds, 1.5% hits. inhibition, % at 10 µM. Luciferin 4-monooxygenase (Photinus pyralis), P08659. AID 1006, 2008;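 active = inhibition above about 50% when tested at 10 µM, limit read from the data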
# APP 5UTR inh: inhibitors of APP translation via 5'UTR reporter, primary screen, APP 5'UTR luciferase, SH-SY5Y cells; SH-SY5Y APP 5'UTR-luciferase reporter, luminescence; inhibition, % at 2 µM; 190,000 compounds, 0.82% hits; AID 1285, 2008;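 active = inhibition above a set limit, derived from the sample mean plus 3 SD, cut at about 45% in these data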; also: values of inactives mirror those of a sister screen read the other way
# Hsp70 act: Hsp70 transcriptional activators, primary screen, cell-based, HeLa, Hsp70 promoter luciferase, luminescence, 10 µM; AID 1203, 2008; activation, % at 10 µM; 200,000 compounds, 0.04% hits; HeLa Hsp70 promoter luciferase reporter; scaled: vehicle 0, proteasome-inhibitor control 100%;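 active = activation above the mean across all tested compounds plus 3 SD, cutoff set per campaign, cut at about 5.5% in these data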;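 also: 100% = MG132 at 30 µM as the positive control and 0% = DMSO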
# HMGR II inh: inhibitors of E. faecalis class II HMGR, primary screen, biochemical, Enterococcus faecalis | AID 1066, 2008 | inhibition, % at 10 µM | HMG-CoA reductase (Enterococcus faecalis, mvaE) | purified E. faecalis HMGR, NADPH absorbance 340 nm kinetic | 190,000 compounds, 0.41% hits;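 active = inhibition above a set limit, the median over all tested compounds plus 3 SD, cut at about 9.5% in these data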;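 also: enzyme runs in reverse so mevalonate oxidation gives rising NADPH absorbance; 0% = complete reaction with DMSO and 100% = background rate lacking mevalonate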
# STAT1 act: STAT1 signaling activators, primary screen, cell-based, HTS, luciferase reporter; 200,000 compounds, 2.6% hits; NIH 3T3 STAT1-luciferase reporter, IFN-gamma, luminescence; 100% = IFN-gamma alone, no compound; activation (% of control), % at 5.5 µM;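 active = activation above the screen-wide mean activation plus 3 SD, cut at about 130% in these data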;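 also: raw ratio to IFN-gamma control signal so 100% means no change and 0% no light; values of inactives mirror those of a sister screen read the other way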
# Redox H2O2 prof: compounds producing H2O2 with reducing agent – biochemical, NIH compound library profiling, artefact control for MLSCN library redox annotation, primary screen | DTT-dependent redox cycling H2O2, phenol red/HRP absorbance; 100% = 100 µM peroxide control, 0% = buffer | activation, % at 10 µM | 200,000 compounds, 0.03% hits | AID 878, 2007;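 active = activation of at least 50% relative to the plate's high and low controls in the primary single-dose screen; inactive = activation below 50%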;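 also: compound incubated with DTT at 0.8 mM final as the reducing agent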
# NF-kB expr up: activators of NF-kB expression in neurons, primary screen, cell-based, HTS; 190,000 compounds, 1.6% hits; fold change at 12.5 µM; human neuronal cells, NF-kB reporter expression; stronger effect = higher value; in the data active = fold change above about 3.3
# APP 5'UTR act: activators of APP 5'UTR luciferase reporter, primary screen, SH-SY5Y cells | 190,000 compounds, 1% hits | activation, % at 2 µM | SH-SY5Y APP 5'UTR luciferase reporter, luminescence; zero percent = DMSO vehicle wells;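 active = activation above a set limit, based on mean plus 3 SD of controls, cut at about 140% in these data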; also: values of inactives mirror those of a sister screen read the other way
# * marks the source's active call; other numbers are inactive results; · = not tested or not shown.
Structure	FLuc act counter	FLuc inh counter	STAT1 act	APP 5'UTR act	NF-kB expr up	HMGR II inh	Hsp70 act	Redox H2O2 prof	G6PDH counter	APP 5UTR inh
CCCCC(=O)NNC(=S)NC(=O)C(c1ccccc1)c1ccccc1	1	-2.5	101.3	-7.7	0.9	3.1	-0.2	0.8	2.7	7.7
CCC(=O)NCCCOc1ccccc1	1	-3.7	107.9	12.2	1.42	-5.7	0.1	-0.8	-1.4	-12.2
CC(C)CC1NC(=O)N(CC(=O)NC2CCCc3ccccc32)C1=O (stereo unspecified)	1.1	-5.3	102.1	19.7	0.96	-1.4	0.0	-2.1	8.3	-19.7
CCCS(=O)(=O)C(=C1NCCO1)S(=O)(=O)CCC	1.1	-5.7	108.8	12.5	1.16	-0.8	-0.4	2.4	4.7	-12.5
Cn1c(C(=O)N2CCN(Cc3ccccc3)CC2)cc2c(=O)n(C)c3ccccc3c21	1.1	-7.1	87.8	-18.2	0.63	-1.9	-0.3	-0.7	0.7	18.3
c1ccc2c(c1)COC(CNC1CCCCC1)OC2	1	-1.4	111.9	9.3	1.14	-1.1	0.0	-1.6	12.7	-9.3
O=c1[nH]c2ccc(NC(=S)Nc3ccccc3Cl)cc2[nH]1	1	-3.8	96.0	-5.0	1.44	-1.2	-0.2	0.1	17.1	5.0
CC(C)NC1CS(=O)(=O)CC1O (stereo unspecified)	1	-2.8	94.5	21.1	1.93	4.7	-0.4	0.2	-3.3	-21.1
CC(=O)c1oc2ccccc2c1N	1.1	-6.7	100.4	0.5	1.53	-2.0	-0.7	-1.0	12.2	-0.5
Cc1ccc(-c2cc(N)n(-c3ccc(C)cc3)n2)cc1	0.9	5.9	123.7	32.1	1.77	-5.6	0.1	-4.7	0.7	-32.1
Cn1cc(CC(=O)NC2CCCCC2)c2ccccc21	1	-3.3	98.2	-1.2	1.17	-7.5	-0.2	0.1	0.6	1.2
CCOC(=O)CCc1nc2ccccc2[nH]1	1	-1.5	93.6	-12.5	1.17	0.0	-0.1	0.6	1.3	12.5
C=CCc1cc(OC)ccc1OCCN(C)Cc1ccccc1	1	-1.0	96.8	-4.0	1.05	-0.2	-0.1	-0.2	10.8	4.0
Cc1ccccc1C(=O)NNC(=O)CSc1nnc(C)n1-c1ccccc1	1	-4.8	106.4	13.0	1.35	-9.7	-0.3	0.5	2.8	-13.0
CCOC(=O)C(C(=O)OCC)C(CC(=O)C1CC1)c1ccccc1 (stereo unspecified)	1.1	-5.9	97.7	2.8	1.04	-3.0	1.0	-0.2	12.4	-2.8
Cc1ccc(C)c(N2CCN(CC(=O)Nc3ccc([N+](=O)[O-])cc3C(=O)Nc3ccccc3F)CC2)c1	1.1	-6.9	105.3	5.7	0.65	-3.7	-0.4	-10.7	1.1	-5.7
Cc1ccc(C)c2sc(N)nc12	1	-3.5	93.7	9.8	1.24	-4.5	-0.3	0.4	1.9	-9.8
CCCC(=O)Nc1ccc(C#Cc2ccccc2)cc1	1	3.6	139.7*	120.6	2.91	5.9	0.2	3.1	-6.0	-120.6
CC(=O)c1ccc(NC(=S)NCCc2cccc(Cl)c2)cc1	1	-0.8	125.6	51.5	1.18	2.4	0.1	1.1	13.8	-51.5
COc1ccc(/C=C(\C#N)C(=O)OCC(=O)NC(C)c2ccccc2)cc1 (stereo unspecified)	1.1	-9.4	92.6	-12.0	1.31	-0.3	-0.3	-0.9	-0.3	12.0
Cc1ncc(CN2CCCC(CCC(=O)NCc3ccccc3F)C2)s1 (stereo unspecified)	1.1	-6.0	95.8	-4.4	1.52	-0.5	-0.3	-0.7	3.6	4.4
O=C(Nc1ccc(Cl)cc1)N1CCN(c2ccc3nnc(-c4ccc(F)cc4)n3n2)CC1	1	-0.7	87.4	-9.1	0.45	0.3	0.0	0.4	-45.7	9.1
CS(=O)(=O)N1CCN(C(=O)Nc2ccccc2)CC1	1.1	-7.8	100.9	-1.6	1.64	0.2	0.1	-1.1	12.0	1.6
CCOC(=O)c1nn(C23CC4CC(CC(C4)C2)C3)c2c1C(=O)N(c1ccc(C)cc1)C2=O	1	-3.5	96.8	4.6	0.91	-3.4	-0.3	-2.8	4.7	-4.6
CCOC1=NC(C(=O)O)c2ccccc2/C(=C(/C)Cl)N1 (stereo unspecified)	1	-0.2	97.9	-3.7	1.17	0.7	0.8	0.5	8.9	3.7
CC1CCCN(Cc2nc(Cc3ccccc3Cl)no2)C1 (stereo unspecified)	1	-4.8	104.1	28.7	1.25	3.6	-0.1	0.5	7.4	-28.7
COc1ccc(OC)c(N(CC(=O)N2CCC(C)CC2)S(=O)(=O)c2ccc(OC)c(OC)c2)c1	1.1	-6.7	103.8	11.9	0.94	0.9	-0.5	-3.5	10.3	-11.9
CCCc1cc(=O)[nH]c(SCC(=O)N2CCN(c3ccccc3)CC2)n1	1	-2.2	90.1	-9.9	1.19	-1.2	-0.3	-0.4	-1.8	9.9
CC(C)CNC(=O)NC(=O)COC(=O)Cn1cnc2ccccc2c1=O	1	-4.1	104.6	-13.6	·	-1.2	-0.1	-0.5	1.4	13.6
CC(/C=C/c1ccccc1)=N/NC(=O)c1nc2nc(C)cc(C)n2n1	1	-0.7	102.0	-2.3	0.75	-1.6	-0.3	-0.5	0.2	2.3
Nc1nccnc1C(=O)OCC(=O)Nc1cccc(S(=O)(=O)N2CCCCC2)c1	1.1	-6.0	93.2	5.9	1.24	-4.4	-0.5	-0.1	-7.8	-5.9
Cc1c(NC(=O)CSCc2c(F)cccc2Cl)c(=O)n(-c2ccccc2)n1C	1	-4.6	100.0	3.7	1.05	0.5	0.0	-0.6	2.1	-3.7
O=C(COC(=O)Cc1ccccc1[N+](=O)[O-])NCc1ccc(F)cc1	1	1.5	92.9	1.0	1.1	-5.7	-0.6	0.4	-7.6	-1.0
CCn1c(COc2cccc3cccnc23)nnc1SCC(=O)OC	1	-2.2	101.3	17.3	0.94	2.5	-0.1	0.2	4.1	-17.3
CCN(CC)C(=S)NC(=O)c1ccc(Cl)cc1Cl	1.1	-7.6	88.7	-11.1	0.87	-4.1	-0.4	0.0	3.4	11.1
COc1ccc(NC(=O)CN2C(=O)CSC(C)C2=O)cc1 (stereo unspecified)	0.9	6.1	104.8	-8.0	1	-2.5	-0.2	1.9	4.7	8.0
Cc1ccccc1OCCNc1ccc(C(F)(F)F)cc1[N+](=O)[O-]	1	-0.3	110.4	-7.2	1.47	-0.8	-0.2	1.3	7.4	7.3
CN(C)c1ccc(NC(=O)c2ccc([N+](=O)[O-])cc2Cl)cc1	0.7	27.1	144.9*	104.8	1.69	-1.3	0.1	0.5	1.2	-104.8
CCc1cccc(CC)c1NC(=S)/C(=C(\[O-])c1ccc(Cl)s1)[n+]1ccccc1	1	-2.5	99.6	-7.5	0.85	0.4	0.4	-2.1	-6.1	7.5
CCOC(=O)N/N=C/c1c[nH]c2ccccc12	1	1.8	95.2	-8.1	·	-4.2	-0.3	-1.1	5.5	8.1
CC(C)NC(=O)c1ccccc1NC(=O)Cc1ccc([N+](=O)[O-])cc1	1.1	-5.1	99.6	4.1	1.23	0.5	-0.3	-0.1	4.8	-4.1
O=C(NCCCN1CCOCC1)c1cc2cc(Br)ccc2oc1=O	1	-2.6	97.0	1.8	1.14	0.7	-0.1	-0.2	1.4	-1.8
Cc1ccc(N2C(=O)c3ccc(C(=O)N4CCOCC4)cc3C2=O)cc1C	1	-1.8	96.7	11.3	1.1	0.6	-0.1	0.9	3.4	-11.3
CC(C)c1ccc(CN2CCC(C(=O)NCc3cccnc3)CC2)cc1	1	-1.3	97.8	14.4	0.88	-8.4	0.3	1.7	16.6	-14.4
O=C(CSCc1ccc([N+](=O)[O-])cc1)NN=C1CCCCCC1	1	-0.8	102.3	5.8	1.17	-6.5	-0.2	1.6	2.3	-5.8
C=CCOc1ccc(C=Nc2ccc(C)c(Cl)c2)c(O)c1	1	1.1	103.7	-7.4	1.1	2.4	-0.1	-0.1	-23.6	7.4
Cc1ccc2c(c1)NC(=O)C(CC(=O)NCc1ccc(F)cc1)O2 (stereo unspecified)	1	3.9	100.7	1.9	0.96	-11.7	-0.3	-1.1	9.6	-1.9
COc1ccccc1-c1nnc(SC(C(=O)c2c[nH]c3ccccc23)c2ccccc2)n1C (stereo unspecified)	1.1	-6.4	102.8	-5.3	0.74	4.5	-0.6	3.5	-37.7	5.3

# Full records as entered above. Values in the order: FLuc act counter, FLuc inh counter, STAT1 act, APP 5'UTR act, NF-kB expr up, HMGR II inh, Hsp70 act, Redox H2O2 prof, G6PDH counter, APP 5UTR inh
# CC(C)c1ccc(CN2CCC(C(=O)NCc3cccnc3)CC2)cc1 is listed with 1, -1.3, 97.8, 14.4, 0.88, -8.4, 0.3, 1.7, 16.6, -14.4
# C=CCOc1ccc(C=Nc2ccc(C)c(Cl)c2)c(O)c1 is listed with 1, 1.1, 103.7, -7.4, 1.1, 2.4, -0.1, -0.1, -23.6, 7.4

# The list continues.
Structure	FLuc act counter	FLuc inh counter	STAT1 act	APP 5'UTR act	NF-kB expr up	HMGR II inh	Hsp70 act	Redox H2O2 prof	G6PDH counter	APP 5UTR inh
O=Nc1c(O)n(Cc2ccc(Cl)cc2Cl)c2ccccc12	1	-0.8	97.4	-3.0	0.85	-0.3	-0.5	0.9	4.1	3.0
CCOC(=O)Cn1nnc(-c2ccccc2)n1	1	1.8	102.8	2.8	1.03	-1.8	-0.6	0.1	1.3	-2.8
CCN(CC)c1ccc(NC(=O)Cn2c(C(C)NC(=O)c3ccccc3)nc3ccccc32)cc1 (stereo unspecified)	1.1	-5.1	95.3	-10.5	1.09	-0.5	-0.4	0.5	-0.1	10.5
COc1ccc(C(c2sc3nc(C)nn3c2O)N2CCC(C(N)=O)CC2)cc1OC (stereo unspecified)	1.1	-7.0	92.8	-2.2	1.02	-2.9	0.1	-0.4	-12.0	2.2
CCCCN(CCCNC(=O)c1c(C)cc(=O)oc1C)c1ccccc1	1.1	-7.2	93.1	8.0	1.23	-3.7	-0.1	-0.2	-27.8	-8.0
O=C(NCCc1ccccn1)c1cc(-c2ccc(Cl)c(Cl)c2Cl)nc2ccccc12	1	0.1	109.8	-8.8	0.89	2.4	-0.4	0.4	-4.4	8.8
COc1cc(NC(=O)c2cc3c(C)nc4ccccc4c3o2)cc(OC)c1OC	1.1	-9.5	98.2	-0.6	0.36	-2.3	-0.2	-2.0	-2.7	0.6
O=C(Cn1cnc2c(nnn2-c2ccc(F)cc2)c1=O)NCc1ccco1	1	-3.2	84.6	13.3	0.99	-8.8	-0.2	3.4	-13.0	-13.3
O=C(C(=O)N1CCCC1CO)N1CCCC1CO (stereo unspecified)	1	0.9	105.4	-12.0	0.9	-4.4	-0.2	-1.2	4.2	12.0
